Autophagy mod – alters autophagy in cells; actives 0.98% (n = 190,000); MEF GFP-LC3 puncta imaging; test concentration mostly 10 µM; calls only at 10 µM (by protocol);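 active = percentage of spot-positive cells more than 3 SD above its plate mean, without a fluorescence outlier flag or 80% toxicity; inconclusive = no clear call, values can overlap the other calls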;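 also: spot-positive cell cutoff set from DMSO-treated cells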
T cell HTS – T cell immune modulation candidate; 2C CD8+ T cell-vesicle binding, flow cytometry; active compounds read low; calls only at 7 µM; actives 0.068% (n = 330,000); AID 2052;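 active = response, share of CD8 T cells binding vesicles, and their 90th percentile fluorescence all below set limits, cut at about 80% in these data, passing the limit was not always enough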
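System: murine 2C transgenic CD8+ T lymphocytes; also added: QL9-loaded Drosophila micro-vesicles; times: binding 1.5 h at 37 °C; measured by: flow cytometry, PE anti-B7-1 (FL2) versus Alexa647 anti-CD8 (FL8), PFA-fixed; control set: Peptide-free naked vesicles (low) and QL9 vesicles with 0.7% DMSO vehicle (high)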
WT yeast gro inh – growth inhibition of WT yeast, mitochondrial fusion screen. mitochondrial fusion phenotypic screen, WT strain. actives 2.1% (n = 190,000). inhibition, % at 10 µM; in the data active = inhibition above about 58%; tested in S. cerevisiae
Myeloid diff MLP – myeloid differentiation induction | ER-HoxA9 myeloid progenitors, lysozyme-GFP differentiation, flow cytometry | calls only at 10 µM | actives 1% (n = 360,000) | AID 624256;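 active = normalized GFP-positive differentiation at or above the plate's own cutoff, the solvent-only control mean plus 3 SD; inconclusive = no clear call, values can overlap the other calls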;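 also: cells exposed to compound for four days before flow analysis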
b-catenin transl – modulators of beta-catenin nuclear translocation; HeLa beta-catenin nuclear translocation, immunofluorescence imaging; actives 0.3% (n = 190,000); nuclear translocation activity, % at 5 µM; AID 1665;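 active = nuclear translocation activity above 50% at 5 µM, with a well cell count of 50 or more; inconclusive = wells under 50 cells across six images, flagged as toxic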;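 also: per-cell ratio of nuclear to cytoplasmic median beta-catenin stain intensity; plate controls were DMSO negative control for no effect and GSK-3 inhibitor IX positive control for full effect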
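test system = HeLa cells, endogenous beta-catenin | dosing = single 5 µM dose plus 0.02–20 µM confirmation series | times = compound treatment 24 h, 37°C, 5% CO2 | technique = beta-catenin immunofluorescence imaging with DAPI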
Hep lipid drop – hepatic lipid droplet formation modulation; inhibition, % at 6.5 µM; AML12 mouse hepatocytes, oleate lipid droplets, BODIPY imaging; actives 0.4% (n = 240,000);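 active = lipid droplet intensity inhibited by at least 50%, with more than 500 cells counted; inconclusive = wells with under 300 cells, treated as cytotoxic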
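Assay system: AML12 hepatocytes (mouse); Probe or stimulus: oleic acid at 100 µM to induce lipid droplet formation; Dosing: compound at 6.5 µM only; Schedule: compound with oleate, overnight; Detection: fluorescence imaging, 20x objective, two fields per well; Measure: % inhibition of lipid droplet signal.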
Insulin prom up – MIN6 insulin promoter up-regulation; actives 0.3% (n = 190,000); AID 1625; MIN6 insulin promoter-GFP reporter, high-content imaging; active compounds read high; z-score at 5 µM;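 active = z-score above 3 at 5 µM with at least 500 cells counted in the well; inconclusive = wells under 500 cells, flagged as cytotoxic or low count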
West Nile virus CPE – West Nile virus antiviral activity, cell-based, CPE readout (AID 1621). West Nile virus-infected cells, CPE inhibition; higher % means a stronger effect. CPE inhibition, % at 10 µM, or IC50 in µM where a hit was titrated. actives 0.02% (n = 290,000); in the data active = a potency from the dose series; inconclusive = CPE inhibition mostly from about 3.7% at the one dose, without a potency; inactive = the rest, 99 in 100 with CPE inhibition below about 2.2%; also: strong numbers were not always called active
MT stabilize HCS – microtubule stabilizers in HeLa cells; actives 0.83% (n = 200,000); HeLa tubulin immunostaining HCS, 24 h; share of cells brighter than vehicle mean+2SD; % tubulin-high responders, % at 10 µM;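 active = plate Z-score above 3 for both tubulin-high and condensed-nucleus cell shares, with cell loss under 80%, at 10 µM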;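 also: anti alpha tubulin signal scored within the nucleus-defined area of each cell; some results filed as inactive read as strong as hits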
WT yeast gro inh mutant strain – second read-out of WT yeast gro inh, no call of its own (marks repeat the call); inhibition, %; mitochondrial fusion phenotypic screen, mutant strain inhibition
Insulin prom up cell count – second read-out of Insulin prom up, no call of its own (marks repeat the call); cell count; measured here: cytotoxicity, nuclei count;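 total cells summed across four imaged fields per well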
Hep lipid drop cells 6.5 µM – second read-out of Hep lipid drop, no call of its own (marks repeat the call); cell count; measured here: cell count, cytotoxicity flag;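 cells counted across two imaged fields per well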
b-catenin transl cell count 5 µM – also measured in b-catenin transl; calls as there; cell count; measured here: cell count, cytotoxicity flag
T cell HTS vesicle-bound % – also measured in T cell HTS; calls as there; double positive events, %; measured here: CD8+ vesicle-bound cell fraction;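 binding gate set so that unloaded-vesicle control wells show 10% double positive cells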
MT stabilize HCS Hoechst-high % – also measured in MT stabilize HCS; calls as there; % Hoechst-high responders; measured here: nuclear condensation Hoechst responders;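 share of cells brighter than vehicle mean plus two SD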
MT stabilize HCS cytotoxicity % – recorded beside MT stabilize HCS, whose call it bears; toxicity, %; measured here: cytotoxicity by cell density;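 0% = mean cell density of plate MIN control wells and 100% = no cells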
Autophagy mod cell loss 18 h – recorded beside Autophagy mod, whose call it bears; toxicity, %; measured here: cell loss, nuclei count;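 cell loss after 18 h compound exposure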
Myeloid diff MLP GFP+ MAC1+ % – second read-out of Myeloid diff MLP, no call of its own (marks repeat the call); GFP+ MAC1+ double positive, %; measured here: differentiation confirmed by MAC1 staining
Numbers without * were called inactive; i = inactive; ? = inconclusive; · = not tested or not shown; + = active, no number.

SMILES	Autophagy mod	Autophagy mod cell loss 18 h	T cell HTS	T cell HTS vesicle-bound %	WT yeast gro inh	WT yeast gro inh mutant strain	Myeloid diff MLP	Myeloid diff MLP GFP+ MAC1+ %	b-catenin transl	b-catenin transl cell count 5 µM	Hep lipid drop	Hep lipid drop cells 6.5 µM	Insulin prom up	Insulin prom up cell count	West Nile virus CPE	MT stabilize HCS	MT stabilize HCS Hoechst-high %	MT stabilize HCS cytotoxicity %
Cc1c(Cl)cnc(NC(=O)COC(=O)C(NC(=O)c2ccco2)C(C)C)c1Cl (stereo not drawn)	i	-5	i	61	3	11	i	0.7	·	·	-9	747	-0.73	1322	0.2%	4.0	1.4	2.3
O=C(OCC(=O)N1CCOCC1)c1ccccc1O	·	·	i	14	·	·	i	4.2	·	·	5	824	·	·	-0.3%	·	·	·
Cc1ccc(Nc2nnc(SCC(=O)NCCN3C(=O)CSC3=O)s2)cc1	i	-9	i	13	9	1	i	0.7	1.3	1076	-1	675	0.28	1386	-0.4%	1.5	3.5	8.0
COc1ccc(S(=O)(=O)N(C)CC(=O)Nc2ccc(C)cc2)cc1OC	i	9	i	34	5	0	i	0.4	1.9	878	-4	665	0.9	1575	-1.8%	5.1	1.6	0.8
O=C1NC(=Nc2ccc(Cl)cc2)/C(=C/c2ccco2)S1	i	17	i	63	5	-10	i	0.2	-0.4	987	-1	638	-0.01	1255	-0.6%	1.9	2.9	3.7
CCCC(=O)Nc1ccc(Cl)c(NC(=O)CC)c1	i	-5	i	29	-3	-3	i	1.1	·	·	·	·	·	·	0.1%	0.8	0.9	4.1
Cc1cccc(Cn2c(N3CCN(C)CC3)nc3c2c(=O)[nH]c(=O)n3C)c1	·	·	i	50	·	·	i	0.2	·	·	8	798	·	·	-0.2%	·	·	·
O=C(CN1CCN(Cc2ccccc2)CC1)N/N=C/c1cccs1	·	·	i	23	·	·	i	0.5	0.6	1017	-9	729	-0.2	1380	-0.5%	·	·	·
COC(=O)Cn1cc(C#N)c2ccccc21	i	-5	i	61	-7	-10	i	0.8	-0.2	476	-2	678	0.7	1297	0.1%	3.0	1.4	3.9
COc1cccc2[nH]c3ccccc3c(=O)c12	·	·	i	64	·	·	i	0.5	·	·	-12	751	·	·	-2.1%	·	·	·
CC(C)C[C@@H]1NC(=O)[C@H](C(C)C)NC(=O)c2cc([N+](=O)[O-])cc(I)c2OCC[C@@H](C(N)=O)NC1=O	i	-5	i	15	-12	0	i	1.2	·	·	-3	747	0.33	1326	-0.1%	2.8	1.3	0.4
O=C(Nc1ccc(Cn2cccn2)cc1)c1ccc(COc2ccccc2Br)cc1	i	-4	i	42	31	24	·	·	4.1	1388	·	·	-1.3	1242	1.2%	4.0	1.5	3.7
CC1(C)CC(N2CCN(Cc3ccccc3)CC2)=CC(=[N+]2CCCCC2)C1	·	·	i	12	·	·	i	0.0	0.8	1319	-19	722	?	·	2.1%	·	·	·
Cc1ccc(N(C)C(=O)c2cc(S(=O)(=O)N3CCc4ccccc43)cn2C)cc1	·	·	i	14	·	·	i	6.3	·	·	-9	755	·	·	-1.0%	·	·	·
Cc1ccc(C)c(N2CCN(C(=O)c3ccc4nsnc4c3)CC2)c1	·	·	i	4	·	·	?	·	·	·	-10	678	·	·	0.6%	·	·	·

Fetched one by one from above (two):
SMILES	Autophagy mod	Autophagy mod cell loss 18 h	T cell HTS	T cell HTS vesicle-bound %	WT yeast gro inh	WT yeast gro inh mutant strain	Myeloid diff MLP	Myeloid diff MLP GFP+ MAC1+ %	b-catenin transl	b-catenin transl cell count 5 µM	Hep lipid drop	Hep lipid drop cells 6.5 µM	Insulin prom up	Insulin prom up cell count	West Nile virus CPE	MT stabilize HCS	MT stabilize HCS Hoechst-high %	MT stabilize HCS cytotoxicity %
COC(=O)Cn1cc(C#N)c2ccccc21	i	-5	i	61	-7	-10	i	0.8	-0.2	476	-2	678	0.7	1297	0.1%	3.0	1.4	3.9
Cc1ccc(Nc2nnc(SCC(=O)NCCN3C(=O)CSC3=O)s2)cc1	i	-9	i	13	9	1	i	0.7	1.3	1076	-1	675	0.28	1386	-0.4%	1.5	3.5	8.0

(next part)
SMILES	Autophagy mod	Autophagy mod cell loss 18 h	T cell HTS	T cell HTS vesicle-bound %	WT yeast gro inh	WT yeast gro inh mutant strain	Myeloid diff MLP	Myeloid diff MLP GFP+ MAC1+ %	b-catenin transl	b-catenin transl cell count 5 µM	Hep lipid drop	Hep lipid drop cells 6.5 µM	Insulin prom up	Insulin prom up cell count	West Nile virus CPE	MT stabilize HCS	MT stabilize HCS Hoechst-high %	MT stabilize HCS cytotoxicity %
CNC(=O)/C(C#N)=C/c1c(N2CCCCCC2)nc2ccccn2c1=O	·	·	i	45	·	·	+	9.4*	·	·	7	838	·	·	0.1%	·	·	·
COc1ccc(-c2cc(=O)oc3cc(OC(C)C(=O)Nc4ccc(CN5CCOCC5)cc4)ccc23)cc1 (stereo not drawn)	·	·	i	57	·	·	i	1.2	·	·	-15	659	·	·	0.2%	·	·	·
CC(=O)N[C@@H](Cc1c[nH]c2ccccc12)C(=O)NCCc1ccc(S(N)(=O)=O)cc1	·	·	i	61	·	·	i	0.8	·	·	-24	844	·	·	0.3%	·	·	·
CC(C)C(=O)Nc1c(-c2cccs2)c(=O)c2ccccc2n1C	i	-2	i	39	2	-3	i	6.7	-1.2	1205	8	792	-0.13	932	-0.2%	1.4	1.2	5.4
Cc1cc(C[n+]2ccsc2N)c2ncccc2c1	·	·	i	52	·	·	i	0.5	0.2	1313	16	758	0.24	1013	0.6%	·	·	·
O=C(COc1ccc(S(=O)(=O)NC2CCCCC2)cc1)NCc1cccnc1	i	25	i	34	20	28	i	6.3	-4.0	1240	5	717	-0.5	1265	-1.1%	1.9	1.1	3.5
COc1ccc(Oc2ccccc2/C=N/O)cc1	i	-25	i	22	-5	6	i	0.7	-1.9	889	·	·	1.4	1383	0.1%	2.4	1.8	1.7
CC(=O)c1cccc(NC(=O)c2cc(=O)[nH]c3ccccc23)c1	·	·	i	24	·	·	i	0.4	·	·	-12	407	·	·	0.1%	·	·	·
O=S(=O)(Nc1ccccc1O)c1ccc(Cl)nc1	·	·	i	48	·	·	i	0.0	-0.9	1245	7	737	-0.16	999	0.3%	·	·	·
COc1cccc(CNC(=O)Cc2ccc(NC3=NC4CS(=O)(=O)CC4S3)cc2)c1 (stereo not drawn)	·	·	i	25	·	·	i	2.4	·	·	-3	717	·	·	0.2%	·	·	·
COc1ccc(-c2cc(C(F)(F)F)nc(N3CCN(C)CC3)n2)cc1	i	12	i	25	11	20	i	0.8	-0.7	1359	·	·	1.4	1608	-0.3%	4.9	1.6	0.1
CSc1ccccc1C(=O)Nc1ccc2c(c1)OCCO2	i	-16	i	44	12	11	i	0.9	2.0	1185	5	776	0.61	1258	0.7%	1.3	1.1	4.6
Cc1sc(NC(=O)CCCC(=O)O)c(C(N)=O)c1-c1ccccc1	i	-14	i	60	-4	7	i	0.1	1.0	1093	12	712	-0.49	1199	-0.2%	1.5	1.7	3.6
CCc1c(C(=O)Nc2ncn(Cc3cccc(C)c3)n2)csc1C	i	-3	i	7	-27	-6	i	0.9	-2.4	1195	-1	721	-0.47	1042	-0.2%	2.5	2.4	6.4
O=C(/C=C/c1ccc2c(c1)OCCO2)N1CCN(c2ccc(F)cc2)CC1	·	·	i	48	·	·	i	0.6	·	·	22	742	·	·	-0.1%	·	·	·
CCCN1CCN(CC(=O)Nc2nc3ccccc3s2)CC1	·	·	i	53	·	·	i	0.5	·	·	11	833	·	·	-0.3%	·	·	·
CC(C)CCn1cnc2c(cnn2-c2ccc(F)cc2)c1=O	i	9	i	19	14	7	i	0.5	-3.5	1032	·	·	0.68	1561	-0.3%	3.0	1.3	7.9

Of the compounds above, 6 contain an aryl methoxy group:
SMILES	Autophagy mod	Autophagy mod cell loss 18 h	T cell HTS	T cell HTS vesicle-bound %	WT yeast gro inh	WT yeast gro inh mutant strain	Myeloid diff MLP	Myeloid diff MLP GFP+ MAC1+ %	b-catenin transl	b-catenin transl cell count 5 µM	Hep lipid drop	Hep lipid drop cells 6.5 µM	Insulin prom up	Insulin prom up cell count	West Nile virus CPE	MT stabilize HCS	MT stabilize HCS Hoechst-high %	MT stabilize HCS cytotoxicity %
COc1ccc(S(=O)(=O)N(C)CC(=O)Nc2ccc(C)cc2)cc1OC	i	9	i	34	5	0	i	0.4	1.9	878	-4	665	0.9	1575	-1.8%	5.1	1.6	0.8
COc1cccc2[nH]c3ccccc3c(=O)c12	·	·	i	64	·	·	i	0.5	·	·	-12	751	·	·	-2.1%	·	·	·
COc1ccc(-c2cc(=O)oc3cc(OC(C)C(=O)Nc4ccc(CN5CCOCC5)cc4)ccc23)cc1 (stereo not drawn)	·	·	i	57	·	·	i	1.2	·	·	-15	659	·	·	0.2%	·	·	·
COc1ccc(Oc2ccccc2/C=N/O)cc1	i	-25	i	22	-5	6	i	0.7	-1.9	889	·	·	1.4	1383	0.1%	2.4	1.8	1.7
COc1cccc(CNC(=O)Cc2ccc(NC3=NC4CS(=O)(=O)CC4S3)cc2)c1 (stereo not drawn)	·	·	i	25	·	·	i	2.4	·	·	-3	717	·	·	0.2%	·	·	·
COc1ccc(-c2cc(C(F)(F)F)nc(N3CCN(C)CC3)n2)cc1	i	12	i	25	11	20	i	0.8	-0.7	1359	·	·	1.4	1608	-0.3%	4.9	1.6	0.1
